N370S GC: inhibitors or activators of N370S glucocerebrosidase for Gaucher disease; 330,000 tested, 0.092% active; N370S GC spleen homogenate, 4MU-glucoside fluorescence; AID 2101; Potency, µM (doses to about 59.4 µM), inactives show at the highest dose activity change, negative = inhibition, actives largely listed as inhibitors;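 also: 0% = full enzyme activity and -100% = no enzyme basal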
FEN1 inhibitor: blocks human flap endonuclease 1 | 390,000 tested, 0.35% active | Potency, µM (top dose mostly 114 µM), without a hit: at the highest dose activity change, negative = inhibition, actives largely listed as inhibitors | Recombinant FEN1 flap cleavage, fluorescence, 15 min; also: nearly all actives have a fitted effect of over 65% in size
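Steps: FEN1 (10 nM) dispensed; compound added by pin tool; 15 min at room temperature; substrate added to 50 nM final; reads at 0 min and 15 min; data normalized and fitted (four-parameter Hill).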
GCN5L2 inh: inhibitors of human GCN5L2 histone acetyltransferase | GCN5L2 HAT assay, ThioGlo1 CoA-SH fluorescence | Potency, µM (doses to about 58.9 µM), for inactives: top-dose activity change, negative = inhibition, actives largely listed as inhibitors | 390,000 tested, 0.21% active | AID 504327
Target sequence (Q92830 whole entry, looked up): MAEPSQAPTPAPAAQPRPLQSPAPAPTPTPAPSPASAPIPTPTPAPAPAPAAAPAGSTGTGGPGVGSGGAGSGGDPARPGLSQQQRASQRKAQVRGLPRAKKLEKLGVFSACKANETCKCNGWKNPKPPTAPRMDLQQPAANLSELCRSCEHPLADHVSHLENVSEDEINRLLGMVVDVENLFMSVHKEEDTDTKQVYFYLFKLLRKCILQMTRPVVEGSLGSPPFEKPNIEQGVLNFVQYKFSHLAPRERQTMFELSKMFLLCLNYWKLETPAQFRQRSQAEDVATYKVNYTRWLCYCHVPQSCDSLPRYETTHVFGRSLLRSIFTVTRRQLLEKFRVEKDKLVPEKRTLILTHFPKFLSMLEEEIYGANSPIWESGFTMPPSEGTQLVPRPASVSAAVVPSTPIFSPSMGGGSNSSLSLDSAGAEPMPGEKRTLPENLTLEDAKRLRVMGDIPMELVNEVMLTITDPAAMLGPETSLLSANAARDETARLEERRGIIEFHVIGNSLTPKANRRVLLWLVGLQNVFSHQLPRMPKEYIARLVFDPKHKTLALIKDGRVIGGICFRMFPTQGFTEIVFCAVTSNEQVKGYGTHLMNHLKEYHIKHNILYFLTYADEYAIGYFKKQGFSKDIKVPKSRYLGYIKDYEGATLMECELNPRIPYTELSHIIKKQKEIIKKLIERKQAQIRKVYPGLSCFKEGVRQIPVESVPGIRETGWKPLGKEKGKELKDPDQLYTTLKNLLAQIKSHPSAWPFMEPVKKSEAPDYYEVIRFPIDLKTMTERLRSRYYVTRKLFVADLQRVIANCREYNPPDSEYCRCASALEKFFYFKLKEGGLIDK
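Enzyme at 20nM final was mixed with library compounds for 15 min at room temperature. Peptide H3(1-25) at 75uM, acetyl-CoA at 70uM and ThioGlo1 at 50uM were then added. Plates were read immediately and after 20 min (Ex340nm/Em540nm).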
The depositor's hits bear a star; ? = inconclusive; . = not tested or not shown; & = joins results of further samples; [ ] = dose if it differs, or a comment. Calls follow the shape of the dose curve; as a rule, active = well fitted curve in the direction sought with a large enough effect; inconclusive = small, poorly fitted or top-dose-only effect, or another doubt; inactive = no such curve, though single readings can be large; an effect the other way counts as inactive or inconclusive. Unless noted, % is scaled to controls: 0 for no effect and ±100 for the full control effect; potency is read from the fitted curve at half-maximal effect. Some of the compounds tested. The share of hits here may be higher or lower than overall.

SMILES	N370S GC	FEN1 inhibitor	GCN5L2 inh
O=C(c1ccccc1)N(CCN1CCOCC1)C1(C(=O)Nc2ccccc2)CCCCC1	5%	2%	-1%
CC(C(=O)N(C)c1ccccc1)N1CCN(C(=O)c2ccccc2)CC1 (stereo not given)	-5%	3%	-3%
CC(C)NC(=O)C(=O)NCCN1CCN(S(=O)(=O)c2ccc(Cl)cc2)CC1	.	-7%	-5%
C=CCN([C@@H](CC(C)C)C(=O)OC)S(=O)(=O)N(CC=C)[C@@H](CC(C)C)C(=O)OC	.	-24%&-1%	-6%
Cc1cccc(C)c1-n1c(C)cc(/C=C2\NC(=O)NC2=O)c1C	25%	9%	6%
COc1ccccc1Oc1c(C)oc2c(CN3CCOCC3)c(O)ccc2c1=O	9%	7%	?
Cc1nc2ccc(NS(=O)(=O)c3ccc(Br)cc3)cc2s1	.	4%	-7%
CCOC(=O)c1ccc(-c2ccc(/C=C(\C#N)c3nc4ccc(C)cc4[nH]3)o2)cc1	.	-6%	-11%
COCC(=O)N/N=C/c1ccc(Sc2nc3ccccc3s2)o1	12%	1%	3%
COC(=O)c1cc(Br)c(=O)n(Cc2ccncc2)c1	0%	-13%	-19%
CCCc1cc(=O)oc2cc(OCC(=O)N3CCc4ccccc43)ccc12	8%	14%	-4%
Cc1ccc(-n2c(SCc3ccccc3F)nc3[nH]ncc3c2=O)cc1Cl	.	-24%	-4%
O=C(COCc1cc(-c2ccc(F)cc2)on1)Nc1cc(Cl)cc(Cl)c1	.	-4%	1%
O=C1OC(c2ccc(F)cc2)=C/C1=C\c1ccc(O)cc1	1%	-7%	-12%
Nc1ccc(-c2ccc(N)c(C(=O)O)c2)cc1C(=O)O	-7%	-13%	?
COCCN(Cc1ccco1)C(=O)c1cc2c(=O)[nH]c3ccc(C)cc3c2s1	.	-12%	-1%
COc1ccc(C2N(C(=O)c3ccccc3)CCN2C(=O)c2ccc(C)cc2)cc1 (stereo not given)	12%	-2%	-4%
Cc1cc(C(=O)N/N=C/c2ccc(O)c([N+](=O)[O-])c2)n[nH]1	-8%	5%	29%
COc1ccc(Nc2nnc(-n3nc(C)cc3C)c3ccccc23)cc1	.	17%	-6%
COc1ccc(C(CCN2CCCCC2)c2c(O)cc(OC)cc2OC)cc1 (stereo not given)	-12%&1%	9%&8%	-5%

Single records, from the list above. Order of screens: N370S GC	FEN1 inhibitor	GCN5L2 inh
Listed for O=C(COCc1cc(-c2ccc(F)cc2)on1)Nc1cc(Cl)cc(Cl)c1 : .	-4%	1%
Listed for COc1ccc(Nc2nnc(-n3nc(C)cc3C)c3ccccc23)cc1 : .	17%	-6%

(next part)
SMILES	N370S GC	FEN1 inhibitor	GCN5L2 inh
CCOCC(=O)Nc1cc(C(=O)Nc2cccc(C)c2C)ccc1Cl	-11%	-2%	9%
COc1ccc(C(=O)NC(C)c2ccc(-n3ccnc3)cc2)cc1[N+](=O)[O-] (stereo not given)	-3%	-3%	0%
C[C@@]12C(=O)N(c3ccc(Br)cc3)C(=O)N1[C@@H]1c3ccccc3OC[C@@H]1[C@H]2c1ccccc1	.	12%	-5%
O=C(NCc1ccco1)c1ccccc1-c1ccc(C(F)(F)F)cc1	19%	-11%	1%
Cc1c(NC(=O)C(C)Sc2ccccc2)c(=O)n(-c2ccccc2)n1C (stereo not given)	-2%	7%	-4%[0.501 µM]
Cc1ccc(NC(=O)COc2ccccc2C(=O)NCc2ccccc2)cc1	.	-10%	-1%
CCC(=O)N1CCc2cc(CNC(=O)Nc3ccc(OC)cc3OC)ccc21	.	3%	-8%
COc1ccc(CN2CCS(=O)(=O)CC2)cc1OC	5%	21%	0%
CCN(CC)S(=O)(=O)c1cccc(C(=O)Nc2cc(C)nn2-c2ccccc2)c1	8%	-10%	38%[activator]
O=C(CNC(=O)c1ccc([N+](=O)[O-])cc1)N/N=C/c1c[nH]c2ccccc12	-13%	0%	-1%
Cc1cccc(C)c1OCC(=O)Nc1ccc(N2CCOCC2)cc1	6%	24%	-2%
O=C(O)C1CC=CCC1C(=O)Nc1ccc(Oc2ccc(Cl)cc2)cc1 (stereo not given)	-15%	-3%	5%
Cc1ccc(NC(=O)C(C)N2C(=O)C3CC=C(Cl)CC3C2=O)cc1 (stereo not given)	-6%	-16%	-14%
Cc1nc2ccccc2cc1C(=O)N/N=C/c1ccc([N+](=O)[O-])cc1	5%	-6%	0%
O=C(Nc1ccccc1)N1C2CCC1CC(O)(c1cccnc1)C2 (stereo not given)	7%	-2%	-4%
CCN(C(=O)Cn1cc(C(=O)c2ccc(F)cc2)c(=O)c2ccc(C)nc21)c1cccc(C)c1	.	-17%	-15%
CCOc1ccccc1-c1ccc(C(=O)NCc2ccccc2)o1	?	-16%	-7%
Cc1ccc2[nH]c(=O)c(C3=NN(C(=O)CCC(=O)O)C(c4cccs4)C3)c(-c3ccccc3)c2c1 (stereo not given)	-9%	-3%	2%
CCCCNC(=O)c1cc2c(C)cc(C)cc2[nH]1	1%	-11%	-15%
C[C@@](N)(C(=O)O)c1ccc(S(=O)(=O)O)cc1	-8%	.	-13%[0.501 µM]
Cc1ccc(SCC(=O)OCc2csc(CC(=O)Nc3ccccc3C)n2)cc1C	.	-27%	-12%
CCOc1ccc(NC(=O)NC(CC)Cn2nnc3ccccc3c2=O)cc1 (stereo not given)	.	1%	8%
OCCNc1nc2ccccc2n1-c1ccccc1	1%	-12%	3%
Cc1c(C(=O)O)sc(=S)n1-c1ccc(Cl)cc1	3%	2%	-20%
Cc1ccc(S(=O)(=O)N(C)C)cc1NC(=O)CN1c2cccc3cccc(c23)S1(=O)=O	.	-5%	-11%
CCN(CC)c1ccc(CNCc2cccs2)cc1	-4%	1%	0%
Cc1nnc(N2CCCC(C(=O)NCCc3ccccc3)C2)c2nn(-c3ccccc3)c(C)c12 (stereo not given)	.	-3%	2%
CC(c1ccon1)N(C)C(=O)CCc1nnc(Cc2ccc(-c3ccccc3)cc2)o1 (stereo not given)	-8%	-2%	-26%
COc1ccc(CCN(C)C(=O)C(CCSC)NC(=O)c2ccco2)cc1OC (stereo not given)	.	-6%	0%
CC(C(=O)Nc1ccc2c(c1)OCCO2)N(C)CC(=O)Nc1ccccc1Br (stereo not given)	3%	-11%	1%
CC(C(=O)NCC1CCCO1)N(C(=O)c1snc(C(N)=O)c1N)c1ccccc1 (stereo not given)	11%	-13%	1%
Cc1cc(NC2CCCCC2)nc(-c2ccccc2O)n1	-3%	-21%	-12%
CCc1ccc(CN(Cc2ccco2)C(=O)c2ccc(OC)cc2)cc1	.	0%	-11%
Cc1ccc(C(=O)CC2(O)C(=O)N(C)c3ccccc32)s1 (stereo not given)	1%	21%	-1%
CCOC(=O)CC1C(=O)NCCN1C(=O)c1ccc(Cl)cc1 (stereo not given)	-5%	5%	0%
O=C(NC1CCCN(Cc2ccc(Cl)cc2)C1)c1cccc(N2CCCC2=O)c1 (stereo not given)	-8%	6%	-6%
CCNc1nc(Oc2ccc(C(=O)OC)cc2)nc(N(C)C)n1	19%	-1%	-2%
CCN(CC)C(=O)Cn1cc(C(=O)C(=O)N2CCN(c3ccccc3)CC2)c2ccccc21	1%	12%	-20%
O=c1c2c(O)cc(O)cc2oc2ccc(O)c(O[C@@H]3O[C@H](CO)[C@@H](O)[C@H](O)[C@H]3O[C@H]3O[C@H](CO)[C@@H](O)[C@H](O)[C@H]3O)c12	-6%	?	-13%
Cc1ccc(N2C(=O)c3cccc4c(N)ccc(c34)C2=O)c2cccnc12	0%	?	-7%
COc1ccc(N(CC(=O)NCCSCc2cccc(Cl)c2)S(C)(=O)=O)cc1	-15%	-6%	-5%
O=C(Nc1ccc2nccnc2c1)c1ccco1	1%	-2%	-7%
CN(CCC1CCCCO1)C(=O)CCc1nnc(CCCCc2ccccc2)o1 (stereo not given)	0%	-10%	-2%
COc1ccc(S(=O)(=O)NCCc2cn3nc(C)c(C)nc3n2)cc1F	?	0%	-19%
CC(C)C(=O)Nc1cccc(C(=O)NCc2ccc3c(c2)OCO3)c1	-18%	-1%	1%
COc1ccccc1-c1sc2cc3c(cc2c1C#Cc1ccccn1)OCO3	.	-3%	-14%
CCOc1ccc2nc(NC(=O)CN3CCC(n4nnc5cc(F)ccc54)CC3)sc2c1	4%	-9%	-5%
CCn1c(O)c(/C=C2\C=Nc3ccccc32)sc1=Nc1ccc(C)cc1	3%	6%	-10%
Cc1cccc(CC(=O)Nc2ccc(C(=O)N3CCCCC3)cc2)c1	8%	-6%	-5%
CCc1ccc(CN2CCC(n3nccc3NC(=O)c3ccccc3)CC2)o1	5%	-4%	-14%
Cc1ccc(-c2noc(CCC(=O)Nc3ccc(F)cc3Cl)n2)cc1	.	-5%	-8%
CCNc1nc(NC(C)C)nc(N2CC(=O)N(CC(=O)OCC)C2=N)n1	7%	-4%	-6%
Cc1cccc2sc(N(CCCN(C)C)C(=O)COc3ccccc3)nc12	.	2%	-14%
O=C(CCCOc1ccccc1)Nc1nccs1	-15%	3%	-7%
C=CC[C@@H](CC(=O)N(CCO)Cc1ccccc1)C(=O)N[C@H](COC(=O)[C@@H](CC=C)Cc1ccc(F)cc1)Cc1c[nH]c2ccccc12	.	-8%	-16%
CNc1ncnc2c1ncn2[C@H]1C[C@H](OP(=O)(O)O)[C@@H](COP(=O)(O)O)O1	8%	.	-14%
CCNC(=O)CN1C(=O)NC2(CCCc3cc(OC)ccc32)C1=O (stereo not given)	?	-3%	-8%
CC1CCC(NC(=O)c2ccc3c(c2)N(Cc2ccccc2)C(=O)c2ccccc2S3=O)CC1 (stereo not given)	.	-1%	-4%
Cc1ccc(N/C=C(/C#N)c2ccsc2)cc1C	18%	6%	.
CN(CCCN1CCOCC1)C(=O)c1ccc2nc(Cc3cccc(Cl)c3)oc2c1	-16%	1%	-5%

Among those listed so far, 13 have an aryl methoxy group:
SMILES	N370S GC	FEN1 inhibitor	GCN5L2 inh
COc1ccccc1Oc1c(C)oc2c(CN3CCOCC3)c(O)ccc2c1=O	9%	7%	?
COc1ccc(C2N(C(=O)c3ccccc3)CCN2C(=O)c2ccc(C)cc2)cc1 (stereo not given)	12%	-2%	-4%
COc1ccc(Nc2nnc(-n3nc(C)cc3C)c3ccccc23)cc1	.	17%	-6%
COc1ccc(C(CCN2CCCCC2)c2c(O)cc(OC)cc2OC)cc1 (stereo not given)	-12%&1%	9%&8%	-5%
COc1ccc(C(=O)NC(C)c2ccc(-n3ccnc3)cc2)cc1[N+](=O)[O-] (stereo not given)	-3%	-3%	0%
CCC(=O)N1CCc2cc(CNC(=O)Nc3ccc(OC)cc3OC)ccc21	.	3%	-8%
COc1ccc(CN2CCS(=O)(=O)CC2)cc1OC	5%	21%	0%
COc1ccc(CCN(C)C(=O)C(CCSC)NC(=O)c2ccco2)cc1OC (stereo not given)	.	-6%	0%
CCc1ccc(CN(Cc2ccco2)C(=O)c2ccc(OC)cc2)cc1	.	0%	-11%
COc1ccc(N(CC(=O)NCCSCc2cccc(Cl)c2)S(C)(=O)=O)cc1	-15%	-6%	-5%
COc1ccc(S(=O)(=O)NCCc2cn3nc(C)c(C)nc3n2)cc1F	?	0%	-19%
COc1ccccc1-c1sc2cc3c(cc2c1C#Cc1ccccn1)OCO3	.	-3%	-14%
CCNC(=O)CN1C(=O)NC2(CCCc3cc(OC)ccc32)C1=O (stereo not given)	?	-3%	-8%

Screening results: PubChem, National Center for Advancing Translational Sciences (NCATS)
